PG9 binder – binds the HIV-1 gp120 antibody PG9; TR-FRET gp120-PG9 antibody binding; inhibition, % at 6.7 µM; 360,000 compounds, 0.43% hits; AID 624416; in the data active = inhibition above about 8.5%
ASAP1 inh – ASAP1 ArfGAP inhibition. ASAP1-stimulated ARF1 GTP hydrolysis, GDP FP detection. inhibition, % at 16.5 µM. Q9ULH1. 360,000 compounds, 0.19% hits; in the data active = inhibition above about 25%;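 note: 0% = vehicle with enzyme and substrate and 100% = no enzyme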
Target sequence (Q9ULH1 325-724 limits assumed): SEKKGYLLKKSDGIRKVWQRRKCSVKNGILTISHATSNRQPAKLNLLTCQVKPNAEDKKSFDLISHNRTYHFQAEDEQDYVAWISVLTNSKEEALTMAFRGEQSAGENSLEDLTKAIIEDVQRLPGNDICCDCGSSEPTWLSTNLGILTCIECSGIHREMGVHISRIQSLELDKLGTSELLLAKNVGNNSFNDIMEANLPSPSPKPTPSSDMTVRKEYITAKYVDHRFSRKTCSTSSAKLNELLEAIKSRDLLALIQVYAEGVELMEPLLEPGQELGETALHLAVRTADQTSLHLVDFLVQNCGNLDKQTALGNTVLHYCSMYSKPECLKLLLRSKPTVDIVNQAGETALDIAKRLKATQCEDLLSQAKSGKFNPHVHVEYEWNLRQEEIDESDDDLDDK
HTRA1 inh – blocks human HTRA1 serine peptidase | 340,000 compounds, 0.5% hits | inhibition, % at 5.96 µM | AID 504803 | Q92743 | recombinant HTRA1, FP-rhodamine activity-based probe, fluorescence polarization; in the data active = inhibition above about 36%;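 note: 0% = enzyme with DMSO and 100% = wells lacking enzyme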
Target sequence (Q92743 whole entry, looked up): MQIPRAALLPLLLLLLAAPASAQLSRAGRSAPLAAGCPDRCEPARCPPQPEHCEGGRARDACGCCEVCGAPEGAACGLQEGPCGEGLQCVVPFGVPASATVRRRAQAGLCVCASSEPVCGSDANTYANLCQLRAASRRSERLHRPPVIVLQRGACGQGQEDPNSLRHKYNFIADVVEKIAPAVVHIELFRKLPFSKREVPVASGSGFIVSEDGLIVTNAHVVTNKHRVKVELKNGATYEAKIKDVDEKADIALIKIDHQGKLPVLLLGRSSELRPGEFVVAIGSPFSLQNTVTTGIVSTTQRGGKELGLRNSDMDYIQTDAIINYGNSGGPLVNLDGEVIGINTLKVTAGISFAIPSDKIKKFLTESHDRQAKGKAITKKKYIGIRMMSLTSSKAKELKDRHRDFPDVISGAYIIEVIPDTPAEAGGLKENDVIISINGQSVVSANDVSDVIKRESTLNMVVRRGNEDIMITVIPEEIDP
ABHD4 inh – inhibitors of mouse ABHD4; Q8VD66; purified mABHD4, FP-Rh probe fluorescence polarization; inhibition, % at 8.92 µM; 370,000 compounds, 0.54% hits;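 active = inhibition exceeding the mean over every tested compound plus 3 SD, cut at about 30% in these data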;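 note: 0% = plate median of compound wells and 100% = S159A mutant with DMSO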
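Material: mouse ABHD4 enzyme, wild type; Benchmarks: S159A mutant high control, sample median low control; Buffer or medium: HEPES pH 7.0, NaCl, Pluronic buffer; Signal: fluorescence polarization; Read-out: percent inhibition of probe binding, normalized to plate controls; Timing: pre-incubation 45 min, probe exposure 60 min, at 25 °C; Dosing: 8.92 µM, single dose.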
SMARCA2 activ – SMARCA2 function activation, primary screen | MG213 cells, MMTV-luciferase reporter, dexamethasone, overnight | activation, % at 9.1 µM | 370,000 compounds, 1% hits | AID 652017; in the data active = activation above about 7.8%;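 note: 0% = vehicle wells and 100% = reference activator wells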
Rev-erbA mod – modulators of human Rev-erb alpha DNA binding. activity, % at 10 µM. Rev-erbα–FITC-DNA binding, fluorescence polarization, 90 min. 370,000 compounds, 0.79% hits. P20393;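 active = activity above about 14%, limit read from the data; passing the limit was not always enough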;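 note: 0% = DMSO wells with 35 nM protein and 100% = DMSO wells with 750 nM protein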
rCAG RNA binder – binds r(CAG) RNA repeats; 370,000 compounds, 1.3% hits; r(CAG) RNA repeat, TO-PRO-1 dye displacement fluorescence; inhibition, % at 3 µM; AID 651821;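 active = inhibition above the plate cutoff, the mean of all test compounds on that plate plus 3 SD, cut at about 35% in these data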;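 note: 0% = DMSO alone and 100% = 100 µM mitoxantrone as full dye displacement; higher means more dye released from RNA so lower well fluorescence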
NPR2 activator – GC-B (human) receptor activation; P20594; HEK293-GC-B cells, CNP EC30, cGMP TR-FRET; 0% at EC30 CNP, 100% saturating CNP; activation, % at 10 µM; 370,000 compounds, 0.11% hits; AID 1920062;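 active = activation at 10 µM reaching about 35% in either raw or pattern-adjusted values, limit read from the data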
ARFGAP1 inh – inhibitors of rat ARFGAP1; inhibition, % at 16.5 µM; Q62848; 360,000 compounds, 0.26% hits; AID 651572; Arfgap1-stimulated ARF1 GTP hydrolysis, GDP FP detection;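 active = inhibition above a per-plate limit, mean inhibition of low control wells plus 3 SD, cut at about 25% in these data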;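 note: 0% = DMSO wells with enzyme and 100% = wells lacking Arfgap1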
Target sequence (Q62848 1-136 limits assumed): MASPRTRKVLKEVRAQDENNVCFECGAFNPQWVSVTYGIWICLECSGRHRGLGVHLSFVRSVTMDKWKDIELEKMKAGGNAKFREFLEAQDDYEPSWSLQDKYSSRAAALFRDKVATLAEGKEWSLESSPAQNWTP
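Replicates: Single well per compound | Assay system: Truncated rat Arfgap1 GAP domain | Control set: No-Arfgap1 wells (100%) versus DMSO full-reaction wells (0%) | Times: Enzyme reaction 120 min at 25 °C after 20 min preincubation | Reagent: Human ARF1(Δ1-17)-GTP substrate | Measured by: Tracer-displacement fluorescence polarization with EDTA stop, 620/688 nm | Measure: Percent inhibition of Arfgap1-stimulated GTP hydrolysis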
GC-A act – GC-A (human) enzyme activation | activation, % at 10 µM | P16066 | 370,000 compounds, 0.14% hits | HEK293 GC-A cells, cGMP TR-FRET, EC30 ANP; 0% at EC30 ANP, 100% saturating ANP; in the data active = activation above about 40%
* marks the source's active call; other numbers are inactive results.

Results for COc1ccc(CCNS(=O)(=O)c2cccc(C(=O)O)c2)cc1OC ?
PG9 binder: 0.5; ASAP1 inh: 10; HTRA1 inh: -5; ABHD4 inh: -5; SMARCA2 activ: 3; Rev-erbA mod: 0; rCAG RNA binder: 3; NPR2 activator: 3; ARFGAP1 inh: 0; GC-A act: 5

What do the screens show for `COc1ccc(S(=O)(=O)NCc2ccccn2)cc1NC(=O)c1ccccc1`?
PG9 binder: 0.6; ASAP1 inh: 10; HTRA1 inh: -1; ABHD4 inh: -1; SMARCA2 activ: -3; Rev-erbA mod: 1; rCAG RNA binder: 7; NPR2 activator: -1; ARFGAP1 inh: 6; GC-A act: 1

Results for CCOc1cc(C(=O)NCc2ccccc2)ccc1OCC(=O)N1CCOCC1 ?
PG9 binder: -1.9; ASAP1 inh: -3; HTRA1 inh: 1; ABHD4 inh: -1; SMARCA2 activ: -1; Rev-erbA mod: -5; rCAG RNA binder: -5; NPR2 activator: 0; ARFGAP1 inh: 6; GC-A act: -2

Results for CCC(=O)N1CCCc2cc(S(=O)(=O)N3CCN(c4ccccn4)CC3)ccc21 ?
PG9 binder: -0.5; ASAP1 inh: -4; HTRA1 inh: -10; ABHD4 inh: -2; SMARCA2 activ: -3; Rev-erbA mod: -4; rCAG RNA binder: -2; NPR2 activator: 4; ARFGAP1 inh: 1; GC-A act: -3

Results for COc1ccc(Cl)c(OC)c1C(=O)NC(=O)Nc1c(F)cc(F)cc1F ?
PG9 binder: -0.9; ASAP1 inh: -6; ABHD4 inh: -1; SMARCA2 activ: -3; Rev-erbA mod: -5; rCAG RNA binder: -3; NPR2 activator: -1; ARFGAP1 inh: -8; GC-A act: -4

How did Cc1cc(C(=O)NC2CCCc3c2cnn3-c2cccc(C)c2C)c(C)o1 (stereo unspecified) do in these assays?
PG9 binder: 0.5; ASAP1 inh: 9; HTRA1 inh: -5; ABHD4 inh: 4; SMARCA2 activ: -3; Rev-erbA mod: 0; rCAG RNA binder: -5; NPR2 activator: -1; ARFGAP1 inh: -3; GC-A act: -5

How did CCOC(=O)c1c(CN(C)C)oc2cc(CN(C)C)c(O)c(CSc3ccccc3)c12 do in these assays?
PG9 binder: -1.0; ASAP1 inh: 2; HTRA1 inh: -5; ABHD4 inh: 8; SMARCA2 activ: 0; Rev-erbA mod: 3; rCAG RNA binder: -10; NPR2 activator: -6; ARFGAP1 inh: -1; GC-A act: -3

How did Cc1cccc(NC(=O)c2sc3nc4c(c(-c5ccco5)c3c2N)CCC4)c1 do in these assays?
PG9 binder: 1.9; ASAP1 inh: 18; HTRA1 inh: -1; ABHD4 inh: 11; SMARCA2 activ: -3; Rev-erbA mod: -3; rCAG RNA binder: 28; NPR2 activator: -4; ARFGAP1 inh: 8; GC-A act: -2

How did Cc1ccc(OCc2nnc(SCC(=O)c3ccc(-c4ccccc4)cc3)n2Cc2ccco2)cc1 do in these assays?
ABHD4 inh: -11; SMARCA2 activ: -5; Rev-erbA mod: -2; rCAG RNA binder: 16; NPR2 activator: -9; GC-A act: -3

Results for CC(=O)c1sc(NC(=O)c2ccccc2)nc1-c1ccccc1 ?
PG9 binder: -1.3; ASAP1 inh: 5; HTRA1 inh: -18; ABHD4 inh: -11; SMARCA2 activ: 6; Rev-erbA mod: 0; rCAG RNA binder: 3; NPR2 activator: -4; ARFGAP1 inh: -7; GC-A act: 2

How did O=C(Cc1c(Cl)cccc1Cl)N/N=C/c1cccnc1 do in these assays?
PG9 binder: -3.7; ASAP1 inh: -22; HTRA1 inh: -7; ABHD4 inh: 1; SMARCA2 activ: 0; Rev-erbA mod: 3; rCAG RNA binder: 0; NPR2 activator: 1; ARFGAP1 inh: -4; GC-A act: 5

Results for CC(C)[C@H](NC(=O)OCc1ccccc1)C(=O)OCC(=O)c1ccccc1 ?
PG9 binder: -2.8; ASAP1 inh: -2; HTRA1 inh: -3; ABHD4 inh: -10; SMARCA2 activ: 3; Rev-erbA mod: -9; rCAG RNA binder: 0; NPR2 activator: 2; ARFGAP1 inh: -18; GC-A act: -4

Results for CC(=O)Nc1ccc(NC(C)=C(C#N)C#N)cc1 ?
PG9 binder: -1.4; ASAP1 inh: 4; HTRA1 inh: -1; ABHD4 inh: -4; SMARCA2 activ: 0; Rev-erbA mod: 5; rCAG RNA binder: -3; NPR2 activator: -1; ARFGAP1 inh: -9; GC-A act: 1

How did CN(C)c1nc(N(C)C)nc(N(C#N)CN2C(=O)c3ccccc3S2(=O)=O)n1 do in these assays?
PG9 binder: 1.0; ASAP1 inh: 1; HTRA1 inh: 6; ABHD4 inh: 0; SMARCA2 activ: -2; Rev-erbA mod: -2; rCAG RNA binder: -2; NPR2 activator: 0; ARFGAP1 inh: -10; GC-A act: 1

How did CN(C)c1ccc(C(=S)N2CCN(c3ccc([N+](=O)[O-])cc3)CC2)cc1 do in these assays?
PG9 binder: -3.1; ASAP1 inh: -2; HTRA1 inh: 5; ABHD4 inh: 1; SMARCA2 activ: -4; Rev-erbA mod: 2; rCAG RNA binder: 2; NPR2 activator: 3; ARFGAP1 inh: 2; GC-A act: -4

What do the screens show for `Cc1nnc(SCCn2c(N3CCCCC3)nc3c2c(=O)[nH]c(=O)n3C)s1`?
PG9 binder: 0.4; ASAP1 inh: 0; HTRA1 inh: 9; ABHD4 inh: 2; SMARCA2 activ: -1; Rev-erbA mod: 2; rCAG RNA binder: -4; NPR2 activator: -1; ARFGAP1 inh: -7; GC-A act: 0

How did COc1cc(OC)c(N(C)C(=O)c2cc3c(s2)-c2ccccc2S(=O)(=O)C3)cc1Cl do in these assays?
PG9 binder: 0.0; ASAP1 inh: 1; HTRA1 inh: -2; ABHD4 inh: -4; SMARCA2 activ: -1; Rev-erbA mod: 6; rCAG RNA binder: 3; NPR2 activator: -15; ARFGAP1 inh: 1; GC-A act: -14

What do the screens show for `OC(CN1CCN(c2ccccc2Cl)CC1)c1ccccc1` (stereo unspecified)?
PG9 binder: -0.5; ASAP1 inh: 5; HTRA1 inh: -6; ABHD4 inh: -8; SMARCA2 activ: -1; Rev-erbA mod: 6; rCAG RNA binder: -3; NPR2 activator: 3; ARFGAP1 inh: -2; GC-A act: 1

How did CC(C)C[C@H](NC(=O)N1CCn2c1nc1ccccc12)C(=O)N[C@@H](Cc1ccccc1)C(=O)O do in these assays?
PG9 binder: -0.4; ASAP1 inh: 6; HTRA1 inh: -3; ABHD4 inh: 0; SMARCA2 activ: -1; Rev-erbA mod: 9; rCAG RNA binder: 16; NPR2 activator: -4; ARFGAP1 inh: 0; GC-A act: 2

How did CCOc1ccc(S(=O)(=O)N(CC)CC(=O)NC2CCS(=O)(=O)C2)cc1 (stereo unspecified) do in these assays?
PG9 binder: 0.9; ASAP1 inh: -7; HTRA1 inh: -2; ABHD4 inh: 2; SMARCA2 activ: -2; Rev-erbA mod: 2; rCAG RNA binder: 0; NPR2 activator: 5; ARFGAP1 inh: -2; GC-A act: 1

A draw from above in order of molecular weight, low to high.
Results for CC(=O)Nc1ccc(NC(C)=C(C#N)C#N)cc1 ?
PG9 binder: -1.4; ASAP1 inh: 4; HTRA1 inh: -1; ABHD4 inh: -4; SMARCA2 activ: 0; Rev-erbA mod: 5; rCAG RNA binder: -3; NPR2 activator: -1; ARFGAP1 inh: -9; GC-A act: 1

How did O=C(Cc1c(Cl)cccc1Cl)N/N=C/c1cccnc1 do in these assays?
PG9 binder: -3.7; ASAP1 inh: -22; HTRA1 inh: -7; ABHD4 inh: 1; SMARCA2 activ: 0; Rev-erbA mod: 3; rCAG RNA binder: 0; NPR2 activator: 1; ARFGAP1 inh: -4; GC-A act: 5

How did Cc1cccc(NC(=O)c2sc3nc4c(c(-c5ccco5)c3c2N)CCC4)c1 do in these assays?
PG9 binder: 1.9; ASAP1 inh: 18; HTRA1 inh: -1; ABHD4 inh: 11; SMARCA2 activ: -3; Rev-erbA mod: -3; rCAG RNA binder: 28; NPR2 activator: -4; ARFGAP1 inh: 8; GC-A act: -2

Results for CCC(=O)N1CCCc2cc(S(=O)(=O)N3CCN(c4ccccn4)CC3)ccc21 ?
PG9 binder: -0.5; ASAP1 inh: -4; HTRA1 inh: -10; ABHD4 inh: -2; SMARCA2 activ: -3; Rev-erbA mod: -4; rCAG RNA binder: -2; NPR2 activator: 4; ARFGAP1 inh: 1; GC-A act: -3

Other structures follow:
What do the screens show for `FC(F)(F)c1nnc(-c2ccccc2)nc1N1CCOCC1`?
PG9 binder: 1.2; ASAP1 inh: -7; HTRA1 inh: -4; ABHD4 inh: -1; SMARCA2 activ: -4; Rev-erbA mod: -2; rCAG RNA binder: -2; NPR2 activator: -3; ARFGAP1 inh: -11; GC-A act: 2

Results for COc1ccc(CNC(=O)C2CCN(S(=O)(=O)N3CCCCC3)CC2)cc1 ?
PG9 binder: 1.7; ASAP1 inh: 8; HTRA1 inh: 0; ABHD4 inh: -5; SMARCA2 activ: -2; Rev-erbA mod: 5; rCAG RNA binder: -2; NPR2 activator: 7; ARFGAP1 inh: 5; GC-A act: -2

Results for O=C(OCCOc1cccc(Cl)c1)C1CCN(S(=O)(=O)c2ccccc2)CC1 ?
PG9 binder: -2.3; ASAP1 inh: 0; HTRA1 inh: -16; ABHD4 inh: -15; SMARCA2 activ: -2; Rev-erbA mod: 8; rCAG RNA binder: 1; NPR2 activator: -2; ARFGAP1 inh: 7; GC-A act: 1

How did Cc1ccc(NC(=O)c2sccc2C)cc1[N+](=O)[O-] do in these assays?
PG9 binder: 0.4; ASAP1 inh: -2; HTRA1 inh: -7; ABHD4 inh: 6; SMARCA2 activ: 0; Rev-erbA mod: -3; rCAG RNA binder: -1; NPR2 activator: 1; ARFGAP1 inh: 0; GC-A act: -6

What do the screens show for `CCOc1ccc(N2C(=O)c3ccc(C(=O)OCC(=O)N(CC)C4CCS(=O)(=O)C4)cc3C2=O)cc1` (stereo unspecified)?
PG9 binder: -1.7; ASAP1 inh: 10; HTRA1 inh: -1; ABHD4 inh: -2; SMARCA2 activ: -2; Rev-erbA mod: -13; rCAG RNA binder: 2; NPR2 activator: -4; ARFGAP1 inh: 19; GC-A act: -1

Results for O=C(NCCc1ccccc1)c1cnc2ccccc2n1 ?
PG9 binder: -3.1; ASAP1 inh: 1; HTRA1 inh: -2; ABHD4 inh: 0; SMARCA2 activ: 6; Rev-erbA mod: 2; rCAG RNA binder: 0; NPR2 activator: 1; ARFGAP1 inh: 3; GC-A act: 4

What do the screens show for `CC(C)N(Cc1ccccc1)C(=O)CSc1nccn1C`?
PG9 binder: 1.8; ASAP1 inh: 0; HTRA1 inh: 5; ABHD4 inh: 1; SMARCA2 activ: 2; Rev-erbA mod: -2; rCAG RNA binder: -3; NPR2 activator: 3; ARFGAP1 inh: -3; GC-A act: 0

Assay outcomes as filed in PubChem BioAssay.

Hits appear at their usual frequency; overall some 4.4% were active at least once.
